High-throughput results from PubChem BioAssay.
p53 reactivator: restores transcriptional activity of mutant p53. 0.063% of 320,000 active. AID 504706. Potency, µM (highest dose often 92.2 µM), for inactives: at the top dose activity change, positive = activation, usual class: activators. H1299 p53-A138V BP100-luciferase reporter, luminescence, 24 h; note: potency is the fitted concentration of half-maximal effect; % of control where 0% means no effect; nearly all actives have a fitted effect of over 45% in size
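p53-null H1299 cells stably carrying temperature-sensitive p53-A138V and a BP100-luciferase reporter were pinned with compounds (4-point, 1:5 series) and held 24 hrs at 37 deg C. Luminescence was read 10 min after detection reagent.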
BRCA1 expr up: BRCA1 expression activation. MCF7-BRCA1-FFLuc reporter, luminescence, 48 h; response scale: scaled: vehicle 0%, 10 µM genistein 100%. Potency, µM (series often up to 46.1 µM), inactives show at the top dose activation, most hits filed as activators. 1.1% of 380,000 active. AID 624202; note: potency is the fitted concentration of half-maximal effect; nearly all actives have a fitted effect of over 80% in size; some results filed as inactive show a strong effect at the top dose
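Cells: MCF7-BRCA1-FFLuc, 2000/well. Exposure: 48 h, 37 °C, 5% CO2. Read: luminescence, 15 min post-substrate. Controls: genistein 10 microM (maximal activation), DMSO (neutral).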
B2AR arrestin: recruits beta-arrestin to the human beta2-adrenergic receptor. P07550. Potency, µM (series often up to 46.1 µM), for the others: top-dose activation, hits mostly activators. beta-arrestin recruitment to beta2AR, cell-based reporter. 0.02% of 330,000 active;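 note: potency is the fitted concentration of half-maximal effect; 0% = DMSO controls and full agonism = EC100 isoproterenol or metaproterenol; nearly all actives have a fitted effect of over 65% in size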
ELG1 repair inh: inhibitors of ELG1-dependent DNA repair in HEK293T cells; HEK293T ELG1-luciferase reporter, luminescence, 16 h; DNA damage induced by 5-fluorouridine; Potency, µM (highest dose often 46.1 µM), without a hit: at the highest dose activity change, negative = inhibition, actives largely listed as inhibitors; 2.3% of 330,000 active; note: potency is the fitted concentration of half-maximal effect; % is set by controls: 0 for no effect and ±100 for the full control effect; nearly all actives have a fitted effect of over 55% in size
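HEK293T cells expressing luciferase-tagged ELG1 (2,000/well) received 5-Fluorouridine plus compound or DMSO for 16 hr at 37 °C. Luciferase was read by ONE-Glo luminescence after 30 min at room temperature.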
MLL CXXC-DNA inh: inhibitors of human MLL CXXC domain-DNA interaction | Q03164 | MLL-CXXC / FITC-HOXA9 DNA fluorescence polarization | Potency, µM (doses to about 115 µM), without a hit: at the highest dose activity change, negative = inhibition, most hits filed as inhibitors | 0.037% of 290,000 active | AID 2662; active = well fitted inhibition curve with a large enough effect in the polarisation, with a control signal flat, not every such curve was filed as active; inconclusive = small, poorly fitted or top-dose-only effect, or effect the other way, or a change in a side signal; inactive = no such curve, though single readings can be large or run the other way; the % refers to the polarisation; note: potency is the fitted concentration of half-maximal effect
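Steps: dispense CXXC domain solution (7 uM) → pin compounds or unlabeled HOX-A9 DNA control → 5 min ambient → add FLSN-HOX-A9 solution (50 nM) → spin → 30 min ambient → fluorescence polarization. Tris pH 7.5/NaCl/DTT/BSA buffer.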
PTAP TSG101 blk: blocks PTAP/TSG101 interaction to inhibit HIV-1 budding | Q99816 | Fluorescence polarization, FITC-PTAP peptide / Tsg101 binding | Potency, µM (series often up to 115 µM), for inactives: at the top dose activity change, negative = inhibition, hits mostly inhibitors | 340,000 tested, under 10 active; active = well fitted inhibition curve with a large enough effect in the main read-out, with a control signal flat, not every such curve was filed as active; inconclusive = small, poorly fitted or top-dose-only effect, or effect the other way, or a change in a side signal; inactive = no such curve, though single readings can be large or run the other way; note: potency is the fitted concentration of half-maximal effect; % of control where 0% means no effect
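Steps: Tsg101 binding domain dispensed (10 uM final), compounds pinned in DMSO, FITC-labeled PTAP-motif peptide added (50 nM final); after 20 min binding at room temperature, polarization measured.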
TCR act: activators of T cell receptors; primary human leukocytes, anti-CD3, IL-2 HTRF, 48 h; Potency, µM (highest dose often 9.22 µM), for inactives: at the highest dose activation of IL-2 secretion, hits mostly activators; 330,000 tested, under 10 active; note: % of control where 0% means no effect
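HTRF read-out of IL-2 secretion: europium cryptate donor excited at 320nm, d2 acceptor emission at 665nm. Cells were primary human leukocytes incubated 48 hr with compounds and a-CD3 beads, supplying TCR signal only.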
TRPV1 ag: human TRPV1 agonism; Q8NER1; TRPV1-expressing cells, Fluo-8 calcium influx, agonist mode; activation, % at 8.33 µM; 0.19% of 320,000 active; AID 540275; in the data active = activation above about 80%; inconclusive = between about 30% and that limit; note: 0% is about no effect
Target sequence (Q8NER1 whole entry, looked up): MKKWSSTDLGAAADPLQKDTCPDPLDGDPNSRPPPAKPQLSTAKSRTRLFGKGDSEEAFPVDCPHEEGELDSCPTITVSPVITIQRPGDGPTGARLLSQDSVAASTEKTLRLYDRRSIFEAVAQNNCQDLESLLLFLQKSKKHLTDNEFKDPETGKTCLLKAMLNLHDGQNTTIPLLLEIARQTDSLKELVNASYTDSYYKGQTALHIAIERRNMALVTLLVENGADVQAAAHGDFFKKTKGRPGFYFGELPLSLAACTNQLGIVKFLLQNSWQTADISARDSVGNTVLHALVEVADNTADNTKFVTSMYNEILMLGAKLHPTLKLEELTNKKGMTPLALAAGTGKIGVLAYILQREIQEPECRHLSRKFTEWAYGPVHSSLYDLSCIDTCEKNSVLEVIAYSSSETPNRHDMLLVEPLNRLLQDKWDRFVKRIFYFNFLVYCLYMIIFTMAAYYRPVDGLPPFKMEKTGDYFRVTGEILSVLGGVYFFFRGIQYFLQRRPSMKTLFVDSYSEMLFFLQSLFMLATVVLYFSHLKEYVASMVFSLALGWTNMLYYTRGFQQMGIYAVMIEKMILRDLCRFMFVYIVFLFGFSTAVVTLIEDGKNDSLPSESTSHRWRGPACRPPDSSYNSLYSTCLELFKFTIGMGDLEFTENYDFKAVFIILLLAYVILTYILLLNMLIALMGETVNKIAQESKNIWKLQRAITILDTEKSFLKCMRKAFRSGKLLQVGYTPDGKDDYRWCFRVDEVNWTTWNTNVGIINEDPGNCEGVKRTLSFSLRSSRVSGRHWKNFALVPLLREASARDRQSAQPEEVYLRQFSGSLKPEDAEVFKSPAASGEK
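Fluo-8 calcium influx in TRPV1-expressing cells, kinetic read (ex 480/em 520 nm). Compound added and read 3 min for agonist activity, followed by capsaicin at EC20 final and 2 min further read for enhancement.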
a7 integrin act: activates integrin-mediated alleviation for muscular dystrophy. 0.064% of 350,000 active. AID 624291. alpha7betagal myoblasts, beta-gal FDG fluorescence, 48 h. Potency, µM (series often up to 38.3 µM), inactives show top-dose activation, hits mostly activators;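 note: potency is the fitted concentration of half-maximal effect; 100% = response of the positive control SU9516; nearly all actives have a fitted effect of over 60% in size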
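alpha7betagal+/- myoblasts (passage 13, 250/well) treated 48 h at 37C with compounds at 1:260 dilution of DMSO stock. Lysed, then beta-galactosidase activity read as FDG fluorescence (ex 480/em 540) after 30 min, with pre-read for autofluorescence.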
A-T KAP1 phos: potential ataxia-telangiectasia treatments restoring KAP-1 phosphorylation. 0.19% of 320,000 active. […] A-T fibroblasts, KAP-1 phosphorylation AlphaLISA; neocarzinostatin DNA damage 30 min before lysis. Potency, µM (top dose mostly 57.5 µM), for the others: at the top dose activation, usual class: activators; note: potency is the fitted concentration of half-maximal effect; % of control where 0% means no effect; nearly all actives have a fitted effect of over 45% in size
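ATM-like activity read as KAP-1 phosphorylation via AlphaLISA donor/acceptor antibody pairs after lysis and 6 hr at 25C. Cells were ATM-null patient fibroblasts ([…], hTERT), dosed 60 min, then exposed to the DSB inducer NCS for 30 min.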
Active calls of the source: *; ? = inconclusive; . = not tested or not shown; [ ] = another dose, or the depositor's remark. Unless noted, calls come from the whole dose curve; as a rule, active = well fitted curve in the direction sought with a large enough effect; inconclusive = small, poorly fitted or top-dose-only effect, or another doubt; inactive = no such curve, though single readings can be large; an effect the other way counts as inactive or inconclusive.

SMILES | p53 reactivator | BRCA1 expr up | B2AR arrestin | ELG1 repair inh | MLL CXXC-DNA inh | PTAP TSG101 blk | TCR act | TRPV1 ag | a7 integrin act | A-T KAP1 phos
O=C1C(=O)N(CCN2CCOCC2)C(c2cccc(Cl)c2)/C1=C(/O)c1ccc2c(c1)OCO2 (centres undefined) | 7% | -14% | 0.1% | 7% | -7% | -1% | -9% | -3 | -31% | 0%
O=C(Nc1ccc2c(c1)nc1n2CCN(Cc2ccccc2)C1)c1cccs1 | 4% | -6%[1.84 µM] | -0.6% | ? | 13% | -5% | -2% | -1 | -29% | -1%
CCc1ccccc1NC1c2ccccc2C(=O)N1c1cccnc1 (centres undefined) | -11% | -2% | 0.0% | -7% | 0% | -6% | 2% | -5 | 9% | 1%
COc1ccc(-c2c(C(F)(F)F)nn(C)c2NC(=O)c2cccnc2)cc1 | -1% | -9% | -1.1% | 2% | 0% | -5% | -1% | 0 | 22% | 0%
Cc1ccc(S(=O)(=O)NCCc2ccccc2)cc1 | 3% | 33% | 0.2% | ? | 10% | -4% | 0% | 13 | -6% | 1%
CCn1ncc(Br)c1C(=O)Nc1cc(C)ccc1F | -7% | 6% | 0.3% | -1% | 10% | -1% | -7% | 1 | 14% | 15%
CCS(=O)(=O)N1CCN(c2ccc([N+](=O)[O-])c(N3CCOCC3)c2)CC1 | 1% | -25% | -0.1% | 1% | -12% | -8% | 3% | 9 | 9% | .
CCCCCCCCCCOC(=O)c1csc2nnsc12 | 4% | 16% | -1.0% | 13% | -3% | -6% | -8%[46.1 µM] | 3 | 1% | 2%
CSC(=NCc1cccnc1)NS(=O)(=O)c1cccs1 | -6% | 12% | 0.3% | -3% | 11% | -4% | 2% | 2 | 14% | -1%
CS(=O)(=O)N1CCc2cc(C(=O)N3CCOCC3)ccc21 | 0% | -5% | -0.4% | ? | -4% | 3% | 3% | -5 | 8% | 9%
CCC(C)(C(=O)NC1CCCC1)N(C(=O)CNC(C)=O)c1ccc(C)cc1 (centres undefined) | 1% | -1% | -0.1% | -1% | 1% | -4% | 4% | 0 | -3% | 1%
CCOc1ccc(-c2nnc(N)s2)cc1 | ? | ? | -0.8% | ? | 5% | -8% | -12% | 1 | 3% | 3%
CS(=O)(=O)c1ccccc1C(=O)NC1CCCc2ccccc21 (centres undefined) | 0% | 4% | -0.2% | -1% | 3% | -5% | -2% | -4 | 16% | 3%
CN(C)c1cccc2c(C=C(C#N)C#N)ccc(N(C)C)c12 | 10% | 28% | -3.3% | -8% | -3% | -3% | 4%[46.1 µM] | -3 | 13% | -4%
O=[N+]([O-])c1cc([N+](=O)[O-])c(Oc2ccc(Cl)c3cccnc23)cc1NN1CCCCC1 | 10% | -38% | 0.4% | 3% | -12% | -1% | 7% | ? | -23% | -15%
Cc1cc(OCCn2ccnc2)cc(C)c1Cl | -9% | -24% | -0.4% | -11% | 12% | -5% | 3% | 3 | 2% | 1%
O=C(Nc1ccc(Cl)c([N+](=O)[O-])c1)ONC1=NCCCCC1 | -4% | -16% | 0.4% | -24% | 16% | -3% | 6% | 2 | -7% | 1%
COc1cn(-c2ccccc2)nc1C(=O)NCc1ccc(C)cc1 | -7% | 14% | -0.4% | ? | ? | -4% | 0% | 1 | 3% | -7%
O=c1oc(-c2ccc(O)c(O)c2)cc2cc(O)cc(O)c12 | ? | 18% | 0.2% | ? | . | 2% | 3% | . | 0% | 3%
CCOC(=O)c1sc2ncnc(N3CCN(c4ccc(OC)cc4)CC3)c2c1C | -6% | -39% | 0.0% | ? | -3% | -7% | -2% | 1 | -11% | -2%
COc1ccc(OC)c(/C=N/NC(=O)c2cnccn2)c1 | 1% | -10% | 0.1% | 3% | 1% | 3% | -8% | 2 | 15% | 6%
CCC(C(=O)NCc1ccco1)n1nc(C)c2c(C)n(-c3ccc(C)cc3)nc2c1=O (centres undefined) | 1% | -20% | 0.4% | -30% | 1% | 0% | -5% | -1 | -38% | 0%
CC1CCN(S(=O)(=O)c2ccc(NC(=O)c3ccccc3F)cc2)CC1 | -1% | -42% | 0.0% | -23% | -2% | -8% | -5% | ? | -95%[inhibitor] | 6%
CS(=O)(=O)Nc1cccc(C2=NN(S(=O)(=O)c3ccc(F)cc3)C(c3cccs3)C2)c1 (centres undefined) | 1% | -11% | 0.3% | ? | 39%[activator] | 9% | 3%[46.1 µM] | 4 | 1% | 4%
COc1cc(C(=O)OCC(=O)Nc2cccc(S(=O)(=O)N3CCOCC3)c2)ccc1OCC(C)C | -4% | -25% | 0.0% | -10% | . | -5% | 1% | 7 | -18% | 9%
O=C(CN1C(=O)/C(=C\C=C\c2ccccc2)SC1=S)Nc1ccc(F)cc1 | -5% | -31% | -1.6% | ? | 10% | -1% | -7%[46.1 µM] | -7 | -15% | -6%
CC(C)CO/C(=N/S(=O)(=O)c1ccccc1)c1ccccc1 | -2% | 3% | 0.2% | 2% | -2% | -7% | -5% | 0 | 13% | 0%
COC(=O)[C@]1(C)N[C@H](CN(C)C(C)=O)[C@@H]2C(=O)N(C)C(=O)[C@@H]21 | -6% | 20% | -1.5% | ? | . | -5% | 5% | . | 13% | 0%
COC(=O)c1ccc(NC(=O)CSc2nnc(-c3ccccc3)n2C)cc1 | 2% | -2% | 0.1% | 4% | 3% | -8% | 3%[46.1 µM] | -3 | -18% | 17%
COc1ccc(S(=O)(=O)N2CCc3ccccc3C2)cc1OC | 3% | -2% | -0.5% | 8% | 1% | -7% | -2% | 16 | -8% | 4%
Cc1cc(-c2nnc3n2N=C(c2ccc(-c4ccccc4)cc2)CS3)n[nH]1 | -38%[inhibitor] | -73% | -0.1% | ? | -5% | -8% | 0% | 2 | -14% | 3%
O=C(Nc1cc(Cl)cc(Cl)c1)C(NCCCO)c1ccccc1 (centres undefined) | -3% | . | 0.0% | -4% | -7% | . | . | 29 | . | 4%
Cc1cccc(NC(=O)COC(=O)c2cc(C)oc2C)c1 | 0% | 0% | -0.5% | -4% | 0% | -1% | 0% | 9 | -7% | 2%
CCCCNC(=O)COC(=O)c1c2c(nc3ccccc13)/C(=C/c1cccs1)CC2 | ? | -47% | -0.2% | ? | 14% | -4% | 2%[46.1 µM] | 2 | -15% | 26%
N/C(=N\OC(=O)c1ccccc1[N+](=O)[O-])c1cccnc1 | ? | 45% | 0.1% | ? | 13% | -3% | 1% | 2 | -4% | -3%
COc1ccc(N(C(=O)Cn2nnc(-c3ccccc3F)n2)C(C(=O)NCC2CCCO2)c2ccc(Cl)cc2)cc1 (centres undefined) | 0% | 2% | 0.0% | ? | 0% | -1% | -4% | 0 | -21% | -2%
CC(C)CCn1c(NCCc2ccccc2)nc2c1c(=O)n(C)c(=O)n2C | -6% | -25% | 0.2% | ? | 7% | -7% | 2% | -1 | -9% | 3%
CC(C)(C)n1nc2c(c1NC(=O)COc1ccccc1F)CS(=O)(=O)C2 | -6% | -17% | 0.1% | -1% | 0% | -2% | 3% | 0 | 17% | 4%
Cc1cc(SCCC(=O)O)nc2ccccc12 | 4% | -6% | -0.1% | 10% | -5% | -3% | -4% | -2 | 3% | 1%
CCc1cccc(C)c1NC(=O)CCN1C(=O)NC(C)(C)C1=O | 2% | 7% | -0.2% | 13% | . | -1% | 8% | 1 | -16% | 12%
Cc1ccc(NCCCn2cnc(C(=O)Nc3ccc(C)c(C)c3)n2)cc1C | . | -7% | . | . | . | -6% | -1% | . | -6% | .
Cc1ccccc1NC(=O)CN(C)S(=O)(=O)c1ccc(-c2ccc(=O)[nH]n2)s1 | -6% | -31% | -0.2% | ? | 18% | 2% | 1% | 8 | -57%[inhibitor] | 10%
Cc1ccc(S(=O)(=O)/N=C2/NC(=O)/C(=C\c3ccco3)S2)cc1 | -4% | -23% | 0.5% | -22% | -24% | -7% | -3% | -3 | 3% | 0%
Cc1cnc(C(=O)OCC(=O)Nc2ncc(Cl)cc2Cl)cn1 | 5% | -22% | 0.0% | -1% | . | -7% | -4% | 1 | 0% | -1%
CN(C(=O)CN1C(=O)/C(=C/c2ccc(Cl)cc2)SC1=S)C1CCS(=O)(=O)C1 (centres undefined) | 5% | -20% | 0.1% | 6% | -29% | -6% | -2% | 0 | -18% | 6%

3 entries from above, arranged by heavy-atom count, ascending.
SMILES | p53 reactivator | BRCA1 expr up | B2AR arrestin | ELG1 repair inh | MLL CXXC-DNA inh | PTAP TSG101 blk | TCR act | TRPV1 ag | a7 integrin act | A-T KAP1 phos
Cc1ccc(S(=O)(=O)/N=C2/NC(=O)/C(=C\c3ccco3)S2)cc1 | -4% | -23% | 0.5% | -22% | -24% | -7% | -3% | -3 | 3% | 0%
CN(C(=O)CN1C(=O)/C(=C/c2ccc(Cl)cc2)SC1=S)C1CCS(=O)(=O)C1 (centres undefined) | 5% | -20% | 0.1% | 6% | -29% | -6% | -2% | 0 | -18% | 6%
Cc1ccccc1NC(=O)CN(C)S(=O)(=O)c1ccc(-c2ccc(=O)[nH]n2)s1 | -6% | -31% | -0.2% | ? | 18% | 2% | 1% | 8 | -57%[inhibitor] | 10%
